Screening data deposited in PubChem BioAssay by NCI.
NCI-60 one-dose screen, 48 h, at 10 µM unless noted. Numbers give growth in % (100 = growth as untreated, 0 = no growth, -100 = all killed).
SK-OV-3 – SK-OV-3 ovarian cancer cells; hit rate 3.2% among 80,000; AID 1794785
HT29 – HT29 colon cancer. hit rate 7.4% among 81,000
HCT-15 – HCT-15 colon cancer | hit rate 5.2% among 82,000 | AID 1794746
HCT-116 – HCT-116 colon cancer. hit rate 7.3% among 82,000. AID 1794798
SW-620 – SW-620 colon cancer; hit rate 5.2% among 82,000; AID 1794795
OVCAR-4 – OVCAR-4 ovarian cancer cells; hit rate 3.7% among 80,000; AID 1794784
COLO 205 – COLO 205 colon cancer. hit rate 7.3% among 79,000
IGROV1 – IGROV1 ovarian cancer | hit rate 4.7% among 79,000 | AID 1794786
KM12 – KM12 colon cancer cells. hit rate 5% among 82,000
* hit, by the source's call; · = not tested or not shown; & = joins results of further samples. How the source made its calls: active means growth percent below 10; inactive means the rest. Hits appear at their usual frequency. Share with any hit: about 12%.

Start of the data: the first 13 compounds, ahead of the listing:
1: O=C(O)CCC(=O)OC[C@@H](NC(=O)C(Cl)Cl)[C@H](O)c1ccc([N+](=O)[O-])cc1
2: Cc1ccccc1NC(=O)Cc1csc(N/N=C2\NC(=O)/C(=C/c3cccc([N+](=O)[O-])c3)S2)n1
3: CC(C)(C)NC[C@H](O)COc1ccccc1C1CCCC1
4: CCCCCCCCCCCCCCCCCCNC(=O)[C@H]1CSC(c2ccc(OC)c(F)c2)N1 (stereo not given in full)
5: COc1ccc2c(c1)nnn1c3ncccc3c(Br)c21
6: COc1ccc(CC(=O)c2ccc(OC)cc2)cc1
7: Cn1c2c(Cl)c(Cl)ccc2c2cn[nH]c(=O)c21
8: C=Cc1ccc(CC)cn1
9: COc1cc(C(=O)NN)cc(OC)c1OC
10: CCCN(CCC)CC(O)COc1ccccc1C(=O)Nc1ccccc1 (stereo not given)

assay / compound	1	2	3	4	5	6	7	8	9	10
SK-OV-3	107	96	101	88	89	109&104	93	109	98	67
HT29	96	109	69	8.8*	103	92&110	112	106	104	71
HCT-15	94	100	106	71	99	100&102	110	137	105	73
HCT-116	92	96	83	-73*	83	90&101	98	83	106	51
SW-620	108	109	93	-60*	101	101&101	110	102	104	37
OVCAR-4	102	91	79	77	89	91&95	105	106	112	85
COLO 205	99	106	75	102	89	106&114	115	105	114	46
IGROV1	97	101	89	30	·	102&102	104	10	119	113
KM12	103	102	106	-50*	99	96&104	104	101	113	48

11: O=C(c1cc2cccnc2n1-c1ccc(Cl)c(Cl)c1)N1CC(F)(F)C1
12: Nc1ncnc2c1ncn2[C@H]1CC=C(CO)O1
13: CC(=O)C(C(C)=O)C(=S)NC(=O)c1ccc(-n2c(=O)[nH]c3ccccc3c2=O)cc1

assay / compound	11	12	13
SK-OV-3	111	98	89
HT29	108	114	114
HCT-15	102	106	111
HCT-116	102	101	98
SW-620	103	108	107
OVCAR-4	104	117	98
COLO 205	115	109	111
IGROV1	101	100	107
KM12	102	105	99

The whole of this part (from the top)
1: O=C(O)CCC(=O)OC[C@@H](NC(=O)C(Cl)Cl)[C@H](O)c1ccc([N+](=O)[O-])cc1
2: Cc1ccccc1NC(=O)Cc1csc(N/N=C2\NC(=O)/C(=C/c3cccc([N+](=O)[O-])c3)S2)n1
3: CC(C)(C)NC[C@H](O)COc1ccccc1C1CCCC1
4: CCCCCCCCCCCCCCCCCCNC(=O)[C@H]1CSC(c2ccc(OC)c(F)c2)N1 (stereo not given in full)
5: COc1ccc2c(c1)nnn1c3ncccc3c(Br)c21
6: COc1ccc(CC(=O)c2ccc(OC)cc2)cc1
7: Cn1c2c(Cl)c(Cl)ccc2c2cn[nH]c(=O)c21
8: C=Cc1ccc(CC)cn1

assay / compound	1	2	3	4	5	6	7	8
SK-OV-3	107	96	101	88	89	109&104	93	109
HT29	96	109	69	8.8*	103	92&110	112	106
HCT-15	94	100	106	71	99	100&102	110	137
HCT-116	92	96	83	-73*	83	90&101	98	83
SW-620	108	109	93	-60*	101	101&101	110	102
OVCAR-4	102	91	79	77	89	91&95	105	106
COLO 205	99	106	75	102	89	106&114	115	105
IGROV1	97	101	89	30	·	102&102	104	10
KM12	103	102	106	-50*	99	96&104	104	101

9: COc1cc(C(=O)NN)cc(OC)c1OC
10: CCCN(CCC)CC(O)COc1ccccc1C(=O)Nc1ccccc1 (stereo not given)
11: O=C(c1cc2cccnc2n1-c1ccc(Cl)c(Cl)c1)N1CC(F)(F)C1
12: Nc1ncnc2c1ncn2[C@H]1CC=C(CO)O1
13: CC(=O)C(C(C)=O)C(=S)NC(=O)c1ccc(-n2c(=O)[nH]c3ccccc3c2=O)cc1
14: Cc1ccc2nc(-c3ccccc3)nn2c1
15: CC(=O)Nc1ccc(C(=O)COc2cccc(/C=C3\CCc4ccccc4C3=O)c2)cc1
16: C[C@]12CCC3c4ccc(O)cc4CCC3C1CC[C@@H]2O (stereo not given in full)

assay / compound	9	10	11	12	13	14	15	16
SK-OV-3	98	67	111	98	89	100	96	112
HT29	104	71	108	114	114	102	101	98
HCT-15	105	73	102	106	111	108	89	94
HCT-116	106	51	102	101	98	95	81	89
SW-620	104	37	103	108	107	115	47	87
OVCAR-4	112	85	104	117	98	·	83	98
COLO 205	114	46	115	109	111	101	130	114
IGROV1	119	113	101	100	107	90	·	102
KM12	113	48	102	105	99	103	91	104

17: CCCN(CCC)C(=O)c1ccc(C(C)C)cc1
18: C[C@H]1C=C(C[C@@H](O)CCCCCCCCCC[C@@H](O)[C@H]2CCC(=O)O2)C(=O)O1
19: COc1ccc(NC(=O)c2sc3nc(C)c(C(=O)c4ccccc4)cc3c2N)cc1
20: CCOC(=O)c1cccc2c1-c1ccccc1C2=O
21: C=C(C)[C@@H]1CC[C@]2(COCCCNCCCN)CC[C@]3(C)[C@H](CC[C@@H]4[C@@]5(C)CC[C@H](OCCCN)C(C)(C)[C@@H]5CC[C@]43C)[C@@H]12
22: NC(=O)c1c(Cl)c(Cl)c(Cl)c(Cl)c1C(=O)O
23: CCN(CC)CCN1CC(=O)Nc2cc(Cl)ccc21
24: Cc1ccc(N)cc1S(=O)(=O)Nc1ccccc1

assay / compound	17	18	19	20	21	22	23	24
SK-OV-3	96	110	93	100	102	111	110	·
HT29	107	109	90	110	-80*	106	112	102
HCT-15	104	108	95	107	-88*	97	107	106
HCT-116	99	88	108	98	-82*	115	102	104
SW-620	101	100	91	110	-81*	104	86	96
OVCAR-4	106	98	91	83	-79*	114	103	·
COLO 205	105	93	108	100	-31*	122	102	·
IGROV1	101	-24*	101	95	-81*	105	100	105
KM12	101	105	95	106	-90*	106	103	108

25: CCOc1cc2ncc(C#N)c(Nc3ccc(F)c(Cl)c3)c2cc1NC(=O)CC(CCSCc1ccccc1)SCc1ccccc1 (stereo not given)
26: O=C(/C=C/c1cccc(OCc2ccccc2)c1)c1nc2ccccc2[nH]1
27: CSc1nc2ccccc2[nH]1
28: O=C(O)C1(O)C[C@@H](O)C(O)[C@H](O)C1 (stereo not given in full)
29: COc1ccc(OC)c(N)c1
30: COc1ccc(S(=O)(=O)NCCNc2nccc(-c3c(-c4cccc(OC)c4)nc4occn34)n2)cc1
31: O=C(c1c(-[n+]2noc(=O)[nH]2)no[n+]1[O-])N1CCOCC1
32: C=C(C)[C@@H]1CC[C@]2(CO)CC[C@]3(C)[C@H](CC[C@@H]4[C@@]5(C)Cc6c([nH]c7ccccc67)C(C)(C)[C@@H]5CC[C@]43C)[C@@H]12

assay / compound	25	26	27	28	29	30	31	32
SK-OV-3	74	88	100	100&103	101	97	·	100
HT29	94	-46*	98	106&91	101	78	110	72
HCT-15	100	-76*	105	97&108	109	96	100	103
HCT-116	98	-36*	104	90&115	106	102	96	77
SW-620	99	·	102	97&112	101	127	104	95
OVCAR-4	95	59	111	105	111	112	103	105
COLO 205	96	-32*	103	108&108	110	96	118	100
IGROV1	89	60	94	97&106	115	85	103	106
KM12	92	5.0*	106	105&110	101	82	110	94

33: CCOc1cc(C=O)cc(I)c1O
34: COc1cc(/C=N/N(C)C)ccc1O
35: O=C(CCCn1c(O)c(/C=C2\C=Nc3ccccc32)sc1=S)Nc1ccc(O)cc1
36: COc1cc(CN(c2ccc(C)cc2)C2OC(=O)c3ccccc32)cc(OC)c1OC (stereo not given)
37: CN1CCN(Cc2ccc(NC(=O)c3cncc(C#Cc4cncn5ccnc45)c3)cc2C(F)(F)F)CC1
38: N#C/C(=C\c1ccc(-c2cccc(C(F)(F)F)c2)o1)c1nc(-c2ccco2)cs1
39: CCOCc1cc(-n2c(-c3ccc(Cl)cc3)cc(C(=O)OCC)c2C)ccc1O
40: CCN(CC)CCCC(C)Nc1ccnc2c(Cl)cc(Cl)cc12 (stereo not given)

assay / compound	33	34	35	36	37	38	39	40
SK-OV-3	102	97	85	-6.2*	89	112	100	110
HT29	102	94	110	19	19	100	92	87
HCT-15	105	105	92	6.2*	46	72	73	89
HCT-116	108	101	94	6.7*	7.7*	92	86	84
SW-620	101	91	101	36	32	104	97	112
OVCAR-4	119	115	91	66	49	17	95	96
COLO 205	117	108	112	-46*	32	118	106	94
IGROV1	104	104	73	46	20	57	98	87
KM12	111	103	98	17	20	65	88	100

41: CC(C)(N)CCC(=O)O
42: COC(=O)c1nc(-c2ccc(C)cc2)oc1S(=O)(=O)c1ccc(Cl)cc1
43: Oc1cccc(CCc2ccccn2)c1
44: ClC1(c2ccc(-c3ccccc3)cc2)c2ccccc2-c2ccccc21
45: CCSc1nnc(-c2cnn3c2NC(c2ccccc2)C3)n1-c1ccc(Cl)cc1 (stereo not given)
46: COc1cc2cc(Sc3ccc(NC(=O)Nc4ccc(Cl)c(Cl)c4)cc3)c(C)nc2cc1OC
47: O=c1c2cc(F)ccc2sc2c(-n3cccn3)nc3ccccc3c12
48: Cc1ccc(NC(=O)Nc2ccc3cc4ccc(NC(=O)Nc5ccc(C)cc5)cc4nc3c2)cc1

assay / compound	41	42	43	44	45	46	47	48
SK-OV-3	113	97	109	98	76	55	84	103
HT29	101	102	105	74	86	92	88	99
HCT-15	105	73	100	84	91	76	94	97
HCT-116	104	78	106	72	83	68	72	56
SW-620	108	80	106	102	93	90	92	71
OVCAR-4	97	100	109	101	86	78	59	96
COLO 205	132	70	111	109	107	88	99	97
IGROV1	106	89	·	88	90	75	85	93
KM12	114	116	109	99	94	75	85	97

49: CCCCNC(=S)Nc1ccc(OCc2nc3ccc(Cl)cc3[nH]2)cc1
50: CCCCOc1ccc(OCCCC)cc1
51: Cc1cc(C)n(C(=O)CSc2nc3sc4c(c3c(=O)n2-c2ccccc2)CCCCC4)n1
52: C=CCN1CCCC1=O
53: CCN(CC)c1ccc(C(=N)c2ccc(N(C)C)cc2)cc1
54: O=S(=O)(OCCO)c1ccccc1
55: COc1cccc(/C=N/Nc2nc3ccccc3s2)c1OC
56: COc1cc2c(cc1OC)C1=NN(C(=O)Nc3ccc(C)cc3C)C(c3ccc(F)cc3)C1C2 (stereo not given)

assay / compound	49	50	51	52	53	54	55	56
SK-OV-3	75	107	99	93	14	109	79	111
HT29	28	103	105	96	0.1*	99	61	84
HCT-15	14	108	103	104	11	103	43	91
HCT-116	11	103	104	106	1.7*	104	43	92
SW-620	22	103	102	102	-19*	101	97	110
OVCAR-4	21	109	94	95	21	109	92	100
COLO 205	25	109	115	95	-54*	118	72	119
IGROV1	13	107	107	114	4.8*	113	82	106
KM12	29	106	105	110	-8.0*	103	71	97

57: O=c1cc(/C=N\Nc2nc(-c3ccc(Cl)cc3)cs2)c2cc(Cl)ccc2o1
58: CN1C(=O)N(C)C2Nn3c(s/c(=C\c4ccc(Br)cc4)c3=O)=NC21 (stereo not given)
59: O=C(Nc1ccc(CN2CCOCC2)cc1)c1[nH]ncc1Nc1ncnc2sccc12
60: CCn1cc(C(=O)NN=C2CCCC2)c(=O)c2ccc(C)nc21
61: O=C(CSc1nnc(/C=C\c2ccco2)c(=O)[nH]1)c1ccc(Cl)cc1
62: CCOC(=O)c1c2c(n(-c3ccccc3)c1-c1ccccc1)C=CCCC2
63: N#Cc1c(-c2ccc(F)cc2)nc(SCc2ccc(F)cc2)nc1N1CCNCC1
64: COc1ccc(C(O)(c2ccccc2)C(C(=O)O)c2ccccc2)cc1 (stereo not given)

assay / compound	57	58	59	60	61	62	63	64
SK-OV-3	88	98	33	91	99	103	57	102
HT29	100	119	9.4*	97	108	84	-79*	91
HCT-15	102	96	5.5*	97	107	93	-43*	107
HCT-116	105	100	6.1*	89	95	80	-99*	97
SW-620	102	92	5.3*	93	124	93	-84*	107
OVCAR-4	96	102	14	84	85	88	-8.6*	98
COLO 205	114	103	-35*	104	119	102	-69*	111
IGROV1	97	95	17	85	20	86	-27*	104
KM12	96	99	0.1*	95	112	86	-81*	94

65: CCN(CC)CCNC(=O)C(F)(F)C(F)(F)C(F)(F)F
66: Clc1ccc(CN2CCO[C@H](COc3cccc(Cl)n3)C2)cc1
67: CN(C)C(=O)Cn1c(=O)[nH]c2ccccc2c1=O
68: S=c1[nH]nc(Nc2ccccc2)n1-c1ccccc1
69: CS(=O)(=O)c1ccc(-c2nn(-c3ccccc3)cc2C=O)cc1
70: COc1ccc(CCNC(=O)C(Cl)Cl)cc1
71: CSc1nc(SC)c2[nH]cnc2n1
72: c1ccc(-n2ccc(-c3nnnn3Cc3nc4ccccc4[nH]3)n2)cc1
73: CCCCNC(=S)Nc1ccc(OCc2nc3ccc(C)cc3[nH]2)cc1

assay / compound	65	66	67	68	69	70	71	72	73
SK-OV-3	101	105	111	118	103	118	90	100	104
HT29	115	103	95	100	103	111	93	118	114
HCT-15	100	102	99	101	52	106	99	100	104
HCT-116	96	90	96	96	88	104	85	88	105
SW-620	104	106	111	113	96	106	107	·	111
OVCAR-4	112	99	107	94	103	105	105	101	113
COLO 205	102	116	121	116	111	114	109	119	129
IGROV1	138	93	104	89	92	103	115	·	123
KM12	101	105	103	101	81	104	108	104	111
